BLM helicase inh: Bloom syndrome helicase (human) inhibition. actives 0.2% (n = 350,000). AID 2528. P54132. Potency, µM (top dose mostly 56.1 µM), inactives show at the highest dose activity change, negative = inhibition, hits mostly inhibitors. recombinant BLM DNA unwinding, fluorescence dequenching;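 also: potency is read from the fitted curve at half-maximal effect; plate controls were vehicle for no effect and no enzyme for full effect; nearly all actives have a fitted effect of over 35% in size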
POLK inh: DNA polymerase kappa (human) inhibition; Q9UBT6; purified Pol kappa, fluorescent DNA synthesis assay, 10 min; Potency, µM (top dose mostly 107 µM), inactives show at the top dose activity, negative = inhibition, usual class: inhibitors; actives 0.53% (n = 400,000); also: potency is read from the fitted curve at half-maximal effect; % is scaled to controls: 0 for no effect and ±100 for the full control effect
Target sequence (Q9UBT6 whole entry, looked up): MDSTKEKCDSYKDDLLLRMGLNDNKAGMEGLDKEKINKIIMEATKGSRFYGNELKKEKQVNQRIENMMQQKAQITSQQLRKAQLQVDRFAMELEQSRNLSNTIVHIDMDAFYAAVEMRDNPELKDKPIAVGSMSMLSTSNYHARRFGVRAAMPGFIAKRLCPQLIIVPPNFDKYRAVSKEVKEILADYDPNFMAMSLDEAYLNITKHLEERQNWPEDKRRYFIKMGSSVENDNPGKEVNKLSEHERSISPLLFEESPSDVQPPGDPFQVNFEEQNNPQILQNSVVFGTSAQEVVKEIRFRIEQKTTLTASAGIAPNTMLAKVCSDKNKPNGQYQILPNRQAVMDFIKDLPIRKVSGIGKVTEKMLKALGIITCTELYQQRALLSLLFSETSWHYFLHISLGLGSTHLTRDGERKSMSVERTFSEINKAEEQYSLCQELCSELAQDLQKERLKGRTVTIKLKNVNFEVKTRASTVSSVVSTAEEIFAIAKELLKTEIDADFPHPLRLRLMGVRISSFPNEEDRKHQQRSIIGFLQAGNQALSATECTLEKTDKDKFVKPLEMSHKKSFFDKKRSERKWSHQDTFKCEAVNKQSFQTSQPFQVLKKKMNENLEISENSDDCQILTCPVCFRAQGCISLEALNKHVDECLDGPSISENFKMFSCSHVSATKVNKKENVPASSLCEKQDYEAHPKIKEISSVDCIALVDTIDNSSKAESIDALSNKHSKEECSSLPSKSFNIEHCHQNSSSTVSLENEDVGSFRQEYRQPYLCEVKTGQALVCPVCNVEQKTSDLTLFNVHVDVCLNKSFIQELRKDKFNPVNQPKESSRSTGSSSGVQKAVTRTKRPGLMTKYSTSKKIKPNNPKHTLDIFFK
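Readout: fluorescence, taken kinetically at 0 and 10 min. Conditions: 10 nM Pol kappa, 15 min RT compound preincubation, 50 nM substrate final. Controls: enzyme-free buffer wells.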
LDHA inh: LDHA (human) enzyme inhibition. purified LDHA, NADH/diaphorase-resazurin fluorescence; stronger effect = lower value. activity change, % (values are at about 110 or 230 µM). actives 0.15% (n = 480,000); in the data active = activity change below about -30%; inconclusive = mostly about -25% to -30%;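 also: plate controls were DMSO wells for no effect and wells without enzyme for full effect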
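Enzyme activity of human lactate dehydrogenase 5 (2 nM; 0.06 mM NADH, 0.2 mM pyruvate, 5 min, RT) is measured via a resazurin/diaphorase fluorescence readout of residual NADH.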
POLH inh: blocks human DNA polymerase eta activity. Q9Y253. recombinant Pol eta, fluorescent DNA replication assay. Potency, µM (top dose mostly 114 µM), for inactives: at the highest dose activity change, negative = inhibition, hits mostly inhibitors. actives 1.2% (n = 390,000). AID 588591; also: potency is read from the fitted curve at half-maximal effect; % is scaled to controls: 0 for no effect and ±100 for the full control effect
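Fluorescent replication assay: 50 nM final substrate added after a 15 min room-temperature compound preincubation with 10 nM enzyme. Signal taken at 0 min and again at 10 min.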
GRP78 ERSR act: induces the endoplasmic reticulum stress response in human glioma cells; Potency, µM, inactives show at the top dose activation, actives largely listed as activators; U87-MG GRP78 promoter luciferase reporter, 16 h; actives 0.02% (n = 420,000); also: potency is read from the fitted curve at half-maximal effect; series mostly up to about 76 µM; % of control where 0% means no effect; nearly all actives have a fitted effect of over 35% in size
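Stably transfected U87-MG glioma cells carrying a GRP78-based luciferase sensor; 16 h compound incubation. Luminescence end-point read 10 min after Bright-Glo addition at room temperature.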
APEX1 inh: APE1 (human) endonuclease inhibition; Potency, µM (highest dose often 65.8 µM), for inactives: at the highest dose activity change, negative = inhibition, most hits filed as inhibitors; recombinant APE1, TAMRA/BHQ-2 abasic DNA cleavage fluorescence; P27695; actives 0.35% (n = 350,000);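 also: potency is read from the fitted curve at half-maximal effect; plate controls were vehicle for no effect and reference inhibitor for full effect; nearly all actives have a fitted effect of over 55% in size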
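Activity was derived from the fluorescence gain between first and third kinetic reads (60 s intervals, ex 525/em 598 nm) after 50 nM THF-abasic TAMRA/BHQ-2 duplex was added to 0.75 nM APE1 preincubated 15 min with compound.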
Pol iota inh: blocks human DNA polymerase iota activity; Pol iota fluorescent replication assay, 10 min; actives 1% (n = 390,000); Potency, µM (doses to about 115 µM), without a hit: at the highest dose activity, negative = inhibition, usual class: inhibitors; also: potency is read from the fitted curve at half-maximal effect
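Fluorescent replication assay read twice, at 0 min and 10 min after adding 50 nM (final) substrate. Enzyme (10 nM) and compounds were first incubated 15 min at room temperature; enzyme-free buffer wells were negative controls.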
Pol beta inh: DNA polymerase beta (human) inhibition | P06746 | Pol beta primer extension/strand displacement, fluorescence kinetic | Potency, µM (series often up to 114 µM), without a hit: top-dose activity change, negative = inhibition, hits mostly inhibitors | actives 1.3% (n = 340,000) | AID 485314; also: potency is read from the fitted curve at half-maximal effect; % is scaled to controls: 0 for no effect and ±100 for the full control effect
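10 nM enzyme + cpd, 15 min RT; start with substrate 50 nM final; read 0 min and after 10 min RT. Corrected, normalized data; 4-parameter Hill curve fit.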
Apoferritin bind: binds horse apoferritin like a general anesthetic | apoferritin/1-aminoanthracene competitive binding, fluorescence | Potency, µM (top dose mostly 77.5 µM), for the others: at the top dose activity change, negative = displacement, hits mostly inhibitors | actives 0.074% (n = 350,000); also: potency is read from the fitted curve at half-maximal effect; % is scaled to controls: 0 for no effect and ±100 for the full control effect; nearly all actives have a fitted effect of over 20% in size
Target sequence (P02791 2-175 limits assumed): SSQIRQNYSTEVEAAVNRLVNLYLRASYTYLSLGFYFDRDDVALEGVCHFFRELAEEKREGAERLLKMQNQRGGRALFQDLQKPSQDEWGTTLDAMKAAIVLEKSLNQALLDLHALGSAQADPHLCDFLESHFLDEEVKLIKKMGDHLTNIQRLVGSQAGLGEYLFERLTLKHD
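In PBS, apoferritin at 10 uM is loaded with 1-AMA from a 50% saturated solution. After 10 min of compound exposure at ambient temperature, reduced 535 nm fluorescence indicates probe displacement.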
* = called active by the depositor; ? = inconclusive; · = not tested or not shown; & = joins results of further samples; [ ] = remark or other dose. Unless noted, calls follow the shape of the dose curve; as a rule, active = well fitted curve in the direction sought with a large enough effect; inconclusive = small, poorly fitted or top-dose-only effect, or another doubt; inactive = no such curve, though single readings can be large; an effect the other way counts as inactive or inconclusive. An excerpt; the hit share may differ from the screen's.

Second line of a record – BLM helicase inh, POLK inh, LDHA inh, POLH inh, GRP78 ERSR act, APEX1 inh, Pol iota inh, Pol beta inh, Apoferritin bind
> Cc1cc(NC(=O)CNCC(c2ccccc2)N(C)C)c([N+](=O)[O-])cc1C (centres undefined)
  2.5%, -8.3%, -9.2, -8.3%, 0.4%, 64.7%[activator], -23.2%, 7.0%, 4.8%
> C=CCn1c(SCC(=O)N(C)C)nc2sc3c(c2c1=O)CCC3
  -0.8%, -13.1%, -6.8, -2.3%, -3.5%, 3.2%, -15.3%, 0.5%, -3.7%
> CCC(C)(C)n1nnnc1C(c1cc2ccc(OC)cc2[nH]c1=O)N1CCc2ccccc21 (centres undefined)
  -0.7%, -24.9%, 9.2, -6.3%, -2.9%, -11.0%, 49.6%, 1.5%, ?
> O=S(=O)(NCCSc1nnnn1-c1ccccc1)c1ccc(F)cc1
  -4.6%, -10.7%, 1.6, -14.4%, -3.8%, ·, -0.5%, 0.3%, 3.9%
> Cn1nc(-c2ccccn2)nc2c(=O)n(C)c(=O)nc1-2
  1µM*, 5.5%, 13.8, 0.708µM*, -10.5%, ?, -96.1%, ?, -3.4%
> Cn1c(Cc2cccs2)nnc1SCC(=O)N1CCCc2ccccc21
  0.0%, -0.8%, -16.6, -3.8%, -4.1%, 0.5%, 9.5%, 18.0%, -9.6%
> CCCCCn1c(=O)[nH]c2cc(C(=O)NCc3ccc(OC)cc3)ccc2c1=O
  1.7%, -11.4%, -1.7, -6.0%, -3.4%, ·, 20.5%, -11.7%, -13.9%
> O=C1CN(C(=O)COc2ccc(F)cc2Cl)c2ccccc2N1
  -7.2%, 11.4%, 0.5, -2.3%, 8.6%, -1.4%, 4.1%, 1.2%, -1.9%
> CN(C)S(=O)(=O)c1ccc(Cl)c(NC(=O)CN2CCN(Cc3ccc4c(c3)OCO4)CC2)c1
  -1.8%, 10.2%, -1.3, -16.5%, 0.5%, -3.7%, 3.8%, 4.1%, -6.7%
> COc1ccc(NC2CS(=O)(=O)CC2NCc2ccccc2)cc1 (centres undefined)
  2.9%, 1.1%, 3.0, -22.2%, 0.1%, 5.2%, 10.8%, -13.1%, 3.5%
> CC(C)(C)n1nc2c(c1NC(=O)c1ccccc1F)CS(=O)C2 (centres undefined)
  -1.0%, 7.5%, 0.4, -1.5%, 0.2%, -1.5%, 12.2%, 3.1%, -6.4%
> O=C(CN1C(=O)CSc2ccccc21)NC1CCCC1
  -5.9%, -10.0%, -4.0, -10.0%, -3.5%, -4.7%, -4.8%, 1.9%, -10.0%
> Cc1oc(=O)c(NC(=O)c2ccccc2)cc1C(N)=O
  -1.9%, -5.0%, 2.2, -9.9%, -3.8%, -0.2%, 91.8%[activator], 11.9%, 0.9%
> COc1ccc(-n2c(=O)c3c4c(sc3n(Cc3ccccc3)c2=O)CN(C(C)=O)CC4)cc1OC
  -8.3%, -16.9%, -1.2, -10.2%, 0.9%, ·, -12.4%, ?, -6.1%
> COc1ccccc1N1CCN(C(=O)C2CCN(S(=O)(=O)c3ccc(F)cc3)CC2)CC1
  -2.2%, -0.3%, 2.4, -10.0%, -1.0%, -1.6%, -7.9%, 1.2%, -19.3%

Sorted by length of the SMILES (descending): some entries from above
Second line of a record – BLM helicase inh, POLK inh, LDHA inh, POLH inh, GRP78 ERSR act, APEX1 inh, Pol iota inh, Pol beta inh, Apoferritin bind
> COc1ccc(-n2c(=O)c3c4c(sc3n(Cc3ccccc3)c2=O)CN(C(C)=O)CC4)cc1OC
  -8.3%, -16.9%, -1.2, -10.2%, 0.9%, ·, -12.4%, ?, -6.1%
> O=S(=O)(NCCSc1nnnn1-c1ccccc1)c1ccc(F)cc1
  -4.6%, -10.7%, 1.6, -14.4%, -3.8%, ·, -0.5%, 0.3%, 3.9%
> Cn1nc(-c2ccccn2)nc2c(=O)n(C)c(=O)nc1-2
  1µM*, 5.5%, 13.8, 0.708µM*, -10.5%, ?, -96.1%, ?, -3.4%

An excerpt of these results, as labelled records.
Cn1c(Cc2cccs2)nnc1SCC(=O)N1CCCc2ccccc21
  BLM helicase inh = 0.0%; POLK inh = -0.8%; LDHA inh = -16.6; POLH inh = -3.8%; GRP78 ERSR act = -4.1%; APEX1 inh = 0.5%; Pol iota inh = 9.5%; Pol beta inh = 18.0%; Apoferritin bind = -9.6%
CCCCCn1c(=O)[nH]c2cc(C(=O)NCc3ccc(OC)cc3)ccc2c1=O
  BLM helicase inh = 1.7%; POLK inh = -11.4%; LDHA inh = -1.7; POLH inh = -6.0%; GRP78 ERSR act = -3.4%; APEX1 inh = ·; Pol iota inh = 20.5%; Pol beta inh = -11.7%; Apoferritin bind = -13.9%

Following part.
Second line of a record – BLM helicase inh, POLK inh, LDHA inh, POLH inh, GRP78 ERSR act, APEX1 inh, Pol iota inh, Pol beta inh, Apoferritin bind
> O=S(=O)(NCCc1ccc(Cl)cc1)c1ccc(N2CCCCS2(=O)=O)cc1
  -3.5%, -8.0%[60.1 µM], 1.0, -8.5%, -1.2%, ·, 6.6%, -28.1%, 3.1%
> CC1(C)NC(=O)N(CC(O)CN2CCCC2)C1=O (centres undefined)
  -0.1%, -1.4%, -7.6, 3.1%, -3.7%, 2.2%, 11.5%, 18.0%, 4.6%
> COc1ccccc1OCc1cc(C(=O)N2CCCC(OCc3cccnc3)C2)no1 (centres undefined)
  -0.6%, -2.0%, 0.4, -6.7%, 6.1%, -11.3%, -6.5%, 17.8%, -9.5%
> CCN(CC)C(=N)/C(C#N)=N/Nc1ccccc1
  -11.2%, 1.7%, -1.6, -2.2%, -2.4%, 13.2%, 163.3%[activator], 31.6%, -13.7%
> Cc1ccc(NC(=O)Nc2cccc(Cl)c2)c(C(=O)O)c1
  0.9%, -0.1%, 0.5, -8.7%, 4.5%, 8.7%, 5.0%, -3.1%, -1.2%
> Oc1cc(Nc2ccncc2)cc2cccnc12
  ·, -21.3%, 13.9, -7.2%, -3.9%, 16.0%&-4.9%, ?, ·, ·
> COc1ccc(-n2c3c(cc(C#N)c2=O)C(=O)CCC3)cc1
  -2.9%, -9.6%, -2.2, 1.8%, -4.3%, 12.5%, 119.6%[activator], 11.0%, -2.8%
> N/C(=N\OC(=O)Cc1ccccc1)c1ccncc1
  -0.8%, 6.1%[60.1 µM], -0.3, 11.8%, 1.7%, 0.4%, 17.5%, -10.3%, -16.2%
> NC(=O)c1nsc(C(=O)N(Cc2cccnc2)C(C(=O)NCc2ccccc2)c2ccc(O)cc2)c1N (centres undefined)
  -1.5%, 0.0%, -20.3, -10.0%, ?, -5.3%, 127.3%[activator], 47.1%, 1.0%
> CCN1CCN(S(=O)(=O)c2c(C)cc(C)cc2C)CC1
  -2.4%, 0.7%, -9.7, -3.7%, -4.0%, -1.9%, 19.5%, 17.9%, 5.7%
> CC(=O)N/C(=N\c1nc(C)cc(C)n1)Nc1ccccc1Cl
  -7.9%, -5.7%, -8.3, 15.2%, 0.4%, 72.7%[activator], 9.4%, 0.2%, 1.1%
> Cc1ccc(S(=O)(=O)N2CCC(=O)N(C(COCc3ccc(C(F)(F)F)cc3)C(C)C)CC2)cc1 (centres undefined)
  -12.2%, 8.5%, 2.7, -18.4%, -1.4%, -2.6%, -3.9%, -23.6%, 4.8%
> Brc1cc2c(cc1/C=N/Nc1nc(N3CCCCC3)nc(N3CCCCC3)n1)OCO2
  -6.9%, ·, ·, ·, ·, -4.2%, ·, -0.3%, -11.1%
> O=C(NN=C1CCC(=NNC(=O)c2ccccn2)CC1)c1ccccn1
  -4.0%, -1.7%, 7.3, -13.3%, -5.6%, 0.5%, 9.9%, 0.9%, -8.7%
> CC(=O)Nc1cc(C)c2nc(NC(C)=O)sc2c1
  -1.0%, -8.0%, 0.9, -13.4%, 2.6%, 6.7%, -8.1%, -8.6%, -4.2%
> COc1ccc(CNC(=O)CCCn2ccc3cc(S(=O)(=O)N4CCCC4)ccc32)cc1
  -2.9%&-1.5%, -0.2%&2.3%, -4.0&-4.6, -8.5%&-18.9%, -3.1%&-2.9%, -5.2%, -26.5%&21.7%, -2.3%&16.8%, -8.4%&-7.6%
> O=C(CN1C(=O)CCOc2ccccc21)Nc1ccc(Cl)c(S(=O)(=O)N2CCOCC2)c1
  ·, 4.6%, 1.5, -5.7%, -4.6%, 2.5%, 10.7%, ·, ·
> Nc1ccc(S(=O)(=O)Nc2nccc(/C=C/c3ccc([N+](=O)[O-])cc3)n2)cc1
  -3.9%, 3.3%, -1.4, -15.7%, -3.8%, 8.5%, 1.4%, 17.4%, -3.8%
> COc1cc2[nH]c(C(=O)N(C)Cc3ccccc3)cc2c(OC)c1OC
  -2.5%, ?, 1.5, -6.0%, 2.8%, -4.0%, ?, 27.8%, -4.9%
> Nc1ccc(Nc2nc(-c3cc4ccccc4oc3=O)cs2)cc1
  -4.8%, -1.5%, -14.3, 7.3%, -3.0%, -3.5%, -22.4%, -2.8%, ?
> CCCSC(=S)c1c(C)[nH]n(-c2ccccc2)c1=O
  -1.9%, 9.8%, 1.4, -5.2%, -0.1%, 7.8%, 32.0%[activator], 22.6%, -14.3%
> CC(NC(=O)CSc1nc2c(cc1C#N)CN(C)CC2)c1ccccc1 (centres undefined)
  -11.9%, -40.0%, 5.4, -4.9%, -3.6%, -8.0%, 43.5%[activator], 15.2%, -16.7%
> O=C1c2ccccc2N2C(=O)c3ccccc3C2N1O (centres undefined)
  0.6%, -7.3%, 3.5, -8.5%, 0.7%, 1.1%, 7.9%, 9.7%, ?
> C[C@@H](C(=O)NC1CCN(Cc2ccccc2)CC1)N1C(=O)N2CCc3c([nH]c4ccccc34)[C@@]2(C)C1=O
  2.7%, 2.2%, -6.7, -7.6%, -3.4%, 31.1%, -23.6%, 4.8%, -16.4%
> CCOC(=O)CSc1nc(C)c(C(C)=O)cc1C#N
  -6.7%, -6.6%, 0.0, -12.5%, -1.3%, -2.0%, -0.5%, -1.3%, 33.4%[activator]
> Cc1ccc(Cc2cnc(N3C(=N)SC(c4ccccc4)C3=O)s2)cc1 (centres undefined)
  -5.9%, ?, -9.2, -8.8%, 4.7%, -11.5%, ?, ?, -9.5%

Assay outcomes from PubChem.
